From PubChem
KB-3-1 cytotox: qHTS assay for MDR1-selective chemotherapeutics: Primary screen using the parental adenocarcinoma cell KB-3-1; 1.4% of 400,000 active; Potency, µM (top dose mostly 46.1 µM), without a hit: top-dose activity change, negative = cytotoxic, actives largely listed as cytotoxic; KB-3-1 viability, CellTiter-Glo ATP luminescence, 72 h; further: nearly all actives have a fitted effect of over 60% in size
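Luminescent ATP read-out (CellTiter-Glo) measures survival of drug-naive KB-3-1 cells after 72 h compound exposure at 37 °C. Titration series was screened from lowest to highest concentration, with DMSO vehicle plates as background controls.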
ATXN2 expr inh: Primary qHTS for Inhibitors of ATXN expression. HEK-293 ATXN2-luciferase reporter, luminescence, 24 h. Potency, µM (series often up to 57 µM), without a hit: at the top dose activity change, negative = inhibition, most hits filed as inhibitors. 0.72% of 360,000 active. AID 1745845, 2022; further: nearly all actives have a fitted effect of over 55% in size
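ATXN2-luciferase reporter cells (luciferase flanked by upstream and downstream ATXN2 gene portions) were treated 24 h at 37 °C with compounds at up to 57 uM. SteadyGlo luminescence gave expression; GF-AFC fluorescence gave viability.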
KB-V1 cytotox: qHTS assay for MDR1-selective chemotherapeutics: Primary screen using the drug-selected MDR subline cells KB-V1. KB-V1 MDR cells viability, CellTiter-Glo, 72 h. Potency, µM (doses to about 46.1 µM), inactives show at the top dose activity change, negative = cytotoxicity, usual class: cytotoxic. 3.4% of 400,000 active. AID 1347076, 2019; further: nearly all actives have a fitted effect of over 60% in size
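Drug-selected KB-V1 cells, grown in DMEM lacking phenol red with 10% FBS, receive compound titrations; after three days at 37 degrees C, surviving cell ATP is quantified by CellTiter-Glo luminescence and responses normalized and curve-fitted.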
* marks the source's active call; other numbers are inactive results; u = inconclusive; [ ] = remark or other dose. The call rests on the fitted dose curve; in most records, active means well fitted curve in the direction sought with a large enough effect; inconclusive means small, poorly fitted or top-dose-only effect, or another doubt; inactive means no such curve, though single readings can be large; an effect the other way counts as inactive or inconclusive. On the % scale 0 is the no-effect control and ±100 the full control effect; potency means the concentration at half of the fitted maximal effect.

Start of the data: the first 4 records, ahead of the listing:
SMILES	KB-3-1 cytotox	ATXN2 expr inh	KB-V1 cytotox
CCc1ccc2occ(CC(=O)NCc3ccccc3)c2c1	3%	15%	-10%
Cc1cc(C)c2c(CC(=O)N(Cc3ccc(N(C)C)cc3)Cc3ccco3)coc2c1	-11%	u	-24%
Cc1ccc2[nH]c(CSc3nnc(NC(=O)c4ccc(Cl)cc4)s3)cc(=O)c2c1	1%	9%	u
CCCCOc1ccc(CNC(=O)CCCN2C(=O)CSc3c2c(C)nn3-c2ccccc2)cc1	1%	u	16%

The whole of this part, previewed entries included:
SMILES	KB-3-1 cytotox	ATXN2 expr inh	KB-V1 cytotox
CCc1ccc2occ(CC(=O)NCc3ccccc3)c2c1	3%	15%	-10%
Cc1cc(C)c2c(CC(=O)N(Cc3ccc(N(C)C)cc3)Cc3ccco3)coc2c1	-11%	u	-24%
Cc1ccc2[nH]c(CSc3nnc(NC(=O)c4ccc(Cl)cc4)s3)cc(=O)c2c1	1%	9%	u
CCCCOc1ccc(CNC(=O)CCCN2C(=O)CSc3c2c(C)nn3-c2ccccc2)cc1	1%	u	16%
CN1CCN(c2ncc3c(n2)CCN(Cc2ccccc2Cl)C3)CC1	7%	7%	-1%
CC1CCCN(S(=O)(=O)c2cc3c(cc2Cl)NC(=O)CO3)C1 (stereo not given)	4%	-2%	8%
O=C(c1cccc(Cl)c1)N1c2ncnn2C2(CCCCC2)[C@@H]2CCCC[C@@H]21	-13%	-36%	-20%
COc1ccc(N(CC(=O)NCCc2ccc(Cl)cc2)S(=O)(=O)c2c(C)nn(C)c2C)cc1	8%	-19%	-2%
COc1ccc2[nH]cc(CCN=C(NC(=O)c3ccccc3OC)Nc3nc(C)cc(C)n3)c2c1	-12%	-35%	u
Nc1c(C(=O)Nc2ccc(F)c(F)c2)sc2nc(-c3ccncc3)ccc12	-2%	4%	7%
Cc1cc(F)ccc1NCc1ccccc1-c1nnc(-c2ccccc2Cl)o1	-10%	20%	-11%
COc1cc(OC)c(OC)cc1CN1CCc2nc(N3CCN(C)CC3)ncc2C1	-3%	-2%	16%
CCOc1ccc(C(=O)N2CCC(c3ccncc3)CC2)cc1	u	-26%	-4%
CCCCNC(=O)c1sc2ncccc2c1-n1cccc1	1%	17%	3%
CCCOc1ccc(C(=O)Nc2ccc3oc(-c4ccc5ccccc5c4)nc3c2)cc1	4%	26%	3%
Cc1cccc(-c2nc(-c3ccc4c(c3)[nH]c(=O)n4C)no2)c1	-4%	16%	0%
Cc1ccc(SCc2nc(-c3ccc(C(=O)NCc4ccccc4Cl)cc3)oc2C)cc1	-13%	1%	u
COc1ccc(CNC(=O)Cn2c(SCC(=O)N(C)c3ccccc3)nc3ccccc32)cc1	12%	6%	1%
Cc1cc(C)cc(NC(=O)CN(C)S(=O)(=O)c2ccc3[nH]c4c(c3c2)CCCC4)c1	-6%	u	-4%
O=C(Nc1ccc2oc(-c3cccnc3)nc2c1)c1cccc(Br)c1	0%	-10%	-4%
Cc1oc(C)c2c(=O)cc(-c3ccc4c(c3)OCO4)cc(OC(=O)c3ccc(Cl)cc3)c12	6%	3%	17%
Cc1cc(C)c(NC(=O)CSc2nc(=O)n(Cc3ccco3)c3c2CCC3)c(C)c1	5%	2%	-8%
COc1cccc(CNC(=O)c2cc3n(n2)CCCN(Cc2ccc(C)cc2)C3=O)c1OC	-10%	-8%	-25%
Cc1ccccc1C(=O)Nc1nc2c(s1)CC(C(C)(C)C)CC2 (stereo not given)	-4%	11%	-6%
O=C(Nc1c(C(=O)Nc2ccc(F)cc2)oc2ccccc12)c1cc2ccccc2o1	10%	10%	0%
(listing goes on)
SMILES	KB-3-1 cytotox	ATXN2 expr inh	KB-V1 cytotox
COc1ccc(-c2cc(C(=O)Oc3cccc(C)c3)c3cc(C)ccc3n2)cc1	9%	7%	u
CCN1C(=O)c2ccccc2Sc2ccc(NC(=O)Nc3cccc([N+](=O)[O-])c3C)cc21	0%	u	20%
COc1cc(OC)cc(-c2nc3nc(C)c(CCC(=O)Nc4cc(F)ccc4F)c(C)n3n2)c1	-6%	-2%	-6%
O=C(NCC1CCN(Cc2cccc(Cl)c2)CC1)Nc1cc(Cl)ccc1Cl	u	u	u
Cc1ccc(C)c(N2CCN(C(=O)NCc3noc4ccc(C)cc34)CC2)c1	1%	u	-29%
Cc1nc(-c2ccccc2)sc1CCNC(=O)C(=O)Nc1ccc(F)c(Cl)c1	16%	6%	u
O=C(CSc1nc2c(c(=O)[nH]1)CCCC2)Nc1ccccc1C(F)(F)F	8%	-2%	3%
CCn1ccc2cc(S(=O)(=O)N3CCCN(C(=O)Nc4ccc(C)cc4)CC3)ccc21	u	1%	-26%
COc1cc(OC)cc(C(=O)Nc2cc(-c3nc4ccccc4s3)ccc2OC)c1	4%	3%	-7%
Cc1cccc(-c2nc(SCC(=O)NCC3CCCO3)c3c(=O)n(C)c(=O)n(C)c3n2)c1 (stereo not given)	2%	11%	0%
O=C(CSc1nc2cc(C(=O)NC3CCCC3)ccc2c(=O)n1CC1CCCO1)c1cccc(Cl)c1 (stereo not given)	-5%	13%	-23%
O=c1c(-c2cc(-c3ccc(Cl)cc3)nc3c2COc2ccccc2-3)coc2ccccc12	-10%	9%	-8%
COc1ccc(NS(=O)(=O)c2ccc3[nH]c4c(c3c2)CCCC4)c(OC)c1	-8%	u	1%
CCOc1ccccc1CNc1ccc2cc(S(=O)(=O)N3CCC(C)CC3)ccc2n1	0%	-2%	-13%
Cc1ccc(-n2nc(C(=O)Nc3ccc(F)cc3F)c3c4ccccc4n(C)c3c2=O)cc1	0%	-3%	-4%
CCOc1ccc(NC(=O)c2sc3nc4c(c(-c5ccc(OC)cc5)c3c2N)C(=O)CC(C)(C)C4)cc1	2%	2%	8%
Cc1cc(C)cc(Oc2coc3cc(OCC(=O)NC4CCCCC4)ccc3c2=O)c1	3%	11%	7%
Cc1c2cnn(-c3ccccc3)c(=O)c2c(C)n1CC(=O)NCc1ccccc1	7%	6%	0%
COc1ccc(NC(=O)CN2CCN(Cc3ccccc3)S2(=O)=O)c(OC)c1	-4%	10%	-9%
COC(=O)c1ccn(-c2nc(-c3ccc(Cl)cc3)cc(C(F)(F)F)n2)n1	7%	-2%	-4%
CCOc1ccccc1NC(=O)CN1C(=O)COc2ccc(S(=O)(=O)NC3CCCC3)cc21	20%	-7%	0%
CC(C)NC(=O)C1CCCN(S(=O)(=O)c2ccc3c(ccn3C)c2)C1 (stereo not given)	-4%	7%	15%
O=C(NCc1cccc(Br)c1)c1ccc(NC(=O)N2CCCCc3ccccc32)cc1	0%	11%	4%
COc1ccc(-c2cc3c(=O)n(CC(=O)Nc4cc(C)ccc4C)ccn3n2)cc1	-21%	10%	18%
COc1cccc2cc(-c3nnc(Nc4c(F)cccc4F)s3)c(=O)oc12	12%	58%[activator]	23%
Continued.
SMILES	KB-3-1 cytotox	ATXN2 expr inh	KB-V1 cytotox
O=C(COc1ccccc1F)Nc1ccc(C(=O)OCc2cc(=O)n3nc(C4CC4)sc3n2)cc1	2%	7%	u
CCCCCn1c(CCCNC(=O)c2ccc(Cl)cc2)nc2ccccc21	u	-8%	u
CCCCN1C(C(=O)c2ccccc2)=C(OC(C)=O)c2ccccc2S1(=O)=O	u	u	u
CCc1ccccc1NC(=O)C(C)n1nc(-c2ccc(C)c(C)c2)ccc1=O (stereo not given)	1%	-16%	1%
Cc1ccccc1Cn1c(SCc2ccc(C(=O)NCc3cccs3)cc2)nc2ccncc21	-16%	-15%	-15%
Cn1c(-c2cccc(Br)c2)cnc1NCc1cccc(F)c1	u	-22%	-25%
COc1ccccc1N(Cc1cc2cccc(C)c2[nH]c1=O)C(=O)c1cccc(Cl)c1	u	-31%	u
Cc1ccc(NC(=O)C(=O)NCC(c2ccc3c(c2)OCO3)N2CCOCC2)cc1C (stereo not given)	10%	10%	-1%
CCNc1nc(NCc2ccc(F)cc2)c2cnn(C)c2n1	-14%	-15%	-5%
COc1cccc(-c2nc3c(c(C)nn3-c3ccccc3)c3cc(OC)c(OC)cc23)c1	-1%	1%	2%
O=C(CNC(=O)c1ccc(F)cc1)OCc1cc(=O)n2ccsc2n1	8%	6%	16%
Cc1cccc(Cn2cc3c(=O)n(CC(=O)Nc4c(C)cccc4C)nc-3c3cc(F)ccc32)c1	4%	7%	25%
O=C1CCc2cc(S(=O)(=O)Nc3cccc(Cl)c3)ccc2N1	0%	-14%	1%
CC(=O)c1ccc(NC(=O)Cn2c(=O)n(Cc3ccco3)c(=O)c3sc4ccccc4c32)cc1	30%	11%	0%
COc1cccc(NC(=O)C(Cc2ccccc2)NS(=O)(=O)c2ccc3c(c2)c(=O)n(C)c(=O)n3C)c1 (stereo not given)	16%	-4%	u
Cc1ccc(CNC(=O)CN2C(=O)C3CCCCN3c3ccc(C(=O)N4CCCC4)cc32)cc1 (stereo not given)	8%	-3%	0%
CCOC(=O)c1c(C)[nH]c(C)c1S(=O)(=O)N(C)CC(=O)Nc1ccc(C)cc1C	10%	2%	10%
Cc1ccc(C(c2sc3nc(-c4ccco4)nn3c2O)N2CCCCC2)cc1 (stereo not given)	5%	9%	29%
COc1ccc(NC(=O)c2ccc3nc(CCc4ccccc4)oc3c2)cc1	-10%	15%	7%
Cc1ccc(-c2nnc3ccccc3c2C(=O)Nc2ccc(F)cc2)cc1	6%	31%	6%
CCOc1ccc(N2CC(c3nc4ccccc4n3CC(C)C)CC2=O)cc1 (stereo not given)	-15%	7%	2%
CCOc1ccc(NC(=O)CN(c2ccc(Cl)cc2C)S(=O)(=O)c2ccccc2)cc1	u	-15%	u
Cc1ccc(C(=O)Nc2cc3nn(-c4ccccc4)nc3cc2Cl)c(C)c1	5%	4%	18%
CNC(=O)C1CCC(Cn2c(=O)c3sccc3n(CC(=O)N3CCCCC3C)c2=O)CC1 (stereo not given)	-1%	11%	-19%
COc1ccc(CN2C(=O)C(NC(=O)c3ccccc3C)(C(F)(F)F)N=C2c2ccccc2)cc1 (stereo not given)	-13%	88%[activator]	0%
(next part)
SMILES	KB-3-1 cytotox	ATXN2 expr inh	KB-V1 cytotox
Oc1c(C(c2ccc(Cl)cc2)N2CCOCC2)sc2nc(-c3ccco3)nn12 (stereo not given)	3%	-23%	29%
CCN(CC)CCN(C(=O)c1ccco1)c1nc2ccc(Br)cc2s1	7%	-29%	u
CC(C)N(Cc1ccccc1)C(=O)Cn1ncc2c3ccccc3n(Cc3ccccc3)c2c1=O	-22%	17%	-24%
CCOc1cccc(NC(=O)C2CC(=O)N(C)C(=Nc3ccc(F)cc3)S2)c1 (stereo not given)	-3%	-3%	-21%
CCc1ccc(NC(=O)COCc2cc(-c3ccc(F)cc3)on2)cc1	-4%	13%	0%
CCOc1ccc(-n2c(-c3ccccc3)c(C)n3c4c(=O)n(C)c(=O)n(C)c4nc23)cc1	23%	13%	14%
CCCCNC(=O)c1ccc2c(c1)NC(=O)C(C(C)C)N2 (stereo not given)	21%	11%	-4%
O=C(CCC(=O)N1CCOc2ccccc21)NCc1cccs1	6%	-4%	u
COc1ccc(NC(=O)Cc2ccc(NC(=O)N3CCCCc4ccccc43)cc2)c(OC)c1	-2%	13%	5%
COc1ccc2c(c1)c(=O)c(C(=O)c1ccc(Cl)cc1)cn2CC(=O)Nc1ccc2c(c1)OCCO2	0%	u	-5%
O=C(CSc1nnc(-c2ccc(Cl)cc2)o1)N1CCc2ccccc21	3%	3%	26%
CC(C)NC(=O)c1ccc(CSc2nc3ccncc3n2Cc2cccc(F)c2)cc1	-18%	7%	27%
CN(C)c1ccc(NC(=O)CN2C(=O)c3ccccc3Sc3ccc(C(=O)N4CCCC4)cc32)cc1	-1%	1%	0%
Cc1cccn2c3c(c(=O)nc12)C(c1ccc(F)cc1)CC(=O)N3 (stereo not given)	-1%	3%	16%
O=C1OC(C(=O)Nc2ccc(Cl)c(C(F)(F)F)c2)Cc2ccccc21 (stereo not given)	11%	6%	-3%
COc1ccc(N2CCN(c3csc4ccc(Cl)cc4c3=O)CC2)cc1	u	8%	8%
Cc1ccc(S(=O)(=O)n2nc(-c3ccccc3)nc2NCc2ccc(Cl)cc2)cc1	4%	12%	u

Complete entries, quoted from the list. Order of values: KB-3-1 cytotox | ATXN2 expr inh | KB-V1 cytotox
Cc1cccn2c3c(c(=O)nc12)C(c1ccc(F)cc1)CC(=O)N3 (stereo not given) across the screens: -1% | 3% | 16%
Oc1c(C(c2ccc(Cl)cc2)N2CCOCC2)sc2nc(-c3ccco3)nn12 (stereo not given) across the screens: 3% | -23% | 29%
Cc1ccc(S(=O)(=O)n2nc(-c3ccccc3)nc2NCc2ccc(Cl)cc2)cc1 across the screens: 4% | 12% | u
O=C1OC(C(=O)Nc2ccc(Cl)c(C(F)(F)F)c2)Cc2ccccc21 (stereo not given) across the screens: 11% | 6% | -3%
CC(C)N(Cc1ccccc1)C(=O)Cn1ncc2c3ccccc3n(Cc3ccccc3)c2c1=O across the screens: -22% | 17% | -24%

Only part of the results is shown; rates above refer to the full screens.
